Integrin act MD: integrin-mediated muscular dystrophy alleviation activation; alpha7betagal myoblasts, beta-gal FDG fluorescence, 48 h; Potency, µM (series often up to 38.3 µM), inactives show at the top dose activation, most hits filed as activators; 350,000 compounds, 0.064% hits;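 also: potency is read from the fitted curve at half-maximal effect; 100% = response of the positive control SU9516; nearly all actives have a fitted effect of over 60% in size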
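alpha7betagal+/- myoblasts (passage 13, 250/well) treated 48 h at 37C with compounds at 1:260 dilution of DMSO stock. Lysed, then beta-galactosidase activity read as FDG fluorescence (ex 480/em 540) after 30 min, with pre-read for autofluorescence.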
ELG1 DNA repair: ELG1-dependent DNA repair inhibition; AID 504467; 330,000 compounds, 2.3% hits; Potency, µM (highest dose often 46.1 µM), for the others: at the top dose activity change, negative = inhibition, most hits filed as inhibitors; HEK293T ELG1-luciferase reporter, luminescence, 16 h; DNA damage induced by 5-fluorouridine; also: potency is read from the fitted curve at half-maximal effect; % is scaled to controls: 0 for no effect and ±100 for the full control effect; nearly all actives have a fitted effect of over 55% in size
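Quantitative HTS, concentration-response format. 2,000 cells/well co-treated with 5-fluorouridine and compound, 16 hr in 5% CO2 at 37 °C; ONE-Glo luminescence read after 30 min.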
BRCA1 expr up: activators of BRCA1 expression | MCF7-BRCA1-FFLuc reporter, luminescence, 48 h; response scale: scaled: vehicle 0%, 10 µM genistein 100% | Potency, µM (doses to about 46.1 µM), for inactives: at the highest dose activation, actives largely listed as activators | 380,000 compounds, 1.1% hits | AID 624202; also: potency is read from the fitted curve at half-maximal effect; nearly all actives have a fitted effect of over 80% in size; some results filed as inactive show a strong effect at the top dose
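First, MCF7-BRCA1-FFLuc cells (2000/well) attach for 2 h; next, compounds are pin-added and incubated 48 h at 37 °C; finally, luciferase reagent is added and luminescence read after 15 min.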
TSG101-PTAP inh: blocks PTAP/TSG101 interaction to inhibit HIV-1 budding; Q99816; Fluorescence polarization, FITC-PTAP peptide / Tsg101 binding; Potency, µM (titrated, usually from 115 µM), for inactives: at the top dose activity change, negative = inhibition, usual class: inhibitors; 340,000 tested, under 10 active; AID 493005; active = well fitted inhibition curve with a large enough effect in the main read-out, with a control signal flat, not every such curve was filed as active; inconclusive = small, poorly fitted or top-dose-only effect, or effect the other way, or a change in a side signal; inactive = no such curve, though single readings can be large or run the other way; also: potency is read from the fitted curve at half-maximal effect; % of control where 0% means no effect
Target sequence (Q99816 whole entry, looked up): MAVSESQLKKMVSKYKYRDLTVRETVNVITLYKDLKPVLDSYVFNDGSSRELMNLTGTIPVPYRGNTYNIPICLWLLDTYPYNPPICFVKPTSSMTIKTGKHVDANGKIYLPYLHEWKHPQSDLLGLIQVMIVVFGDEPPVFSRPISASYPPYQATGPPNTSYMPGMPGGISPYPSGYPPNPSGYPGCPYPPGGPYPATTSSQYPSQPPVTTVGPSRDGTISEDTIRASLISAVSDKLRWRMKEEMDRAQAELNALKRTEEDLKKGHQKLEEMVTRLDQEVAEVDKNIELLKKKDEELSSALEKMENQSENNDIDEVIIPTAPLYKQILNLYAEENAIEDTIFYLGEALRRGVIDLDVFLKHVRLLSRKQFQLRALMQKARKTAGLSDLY
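Fluorescence polarization binding of Tsg101 binding domain (10 uM final) to FITC-labeled PTAP peptide (50 nM final) in HEPES pH 7.5 buffer with NaCl, Tween 20, EDTA, TCEP. Compounds added before peptide; binding 20 min at RT.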
TCR activator: T cell receptor activation. primary human leukocytes, anti-CD3, IL-2 HTRF, 48 h. Potency, µM (top dose mostly 9.22 µM), without a hit: at the top dose activation of IL-2 secretion, most hits filed as activators. 330,000 tested, under 10 active. AID 504894; also: % of control where 0% means no effect
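TCR engagement came from a-CD3 beads alone, with compounds added to primary human leukocytes for 48 hr. Secreted IL-2 bridged europium cryptate- and d2-labelled anti-IL-2 antibodies, giving FRET emission at 665nm after 320nm excitation.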
p53 reactivation: re-activators of mutant p53; H1299 p53-A138V BP100-luciferase reporter, luminescence, 24 h; Potency, µM (doses to about 92.2 µM), without a hit: top-dose activity change, positive = activation, most hits filed as activators; 320,000 compounds, 0.063% hits; AID 504706; also: potency is read from the fitted curve at half-maximal effect; % of control where 0% means no effect; nearly all actives have a fitted effect of over 45% in size
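p53-null H1299 cells stably carrying temperature-sensitive p53-A138V and a BP100-luciferase reporter were pinned with compounds (4-point, 1:5 series) and held 24 hrs at 37 deg C. Luminescence was read 10 min after detection reagent.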
A-T KAP1 phos: potential ataxia-telangiectasia treatments restoring KAP-1 phosphorylation | Potency, µM (series often up to 57.5 µM), for the others: top-dose activation, hits mostly activators | 320,000 compounds, 0.19% hits | AID 485349 | […] A-T fibroblasts, KAP-1 phosphorylation AlphaLISA; neocarzinostatin DNA damage 30 min before lysis; also: potency is read from the fitted curve at half-maximal effect; % of control where 0% means no effect; nearly all actives have a fitted effect of over 45% in size
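hTERT-immortalized A-T patient fibroblasts ([…]), 500 cells/well in OPTI-MEM, 1% FBS, got compounds for 60 min, then NCS for 30 min at 37C. Lysates were then assayed for phospho-KAP-1 by AlphaLISA (anti-pKAP1 donor, anti-KAP1 acceptor beads), 6 hr at 25C.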
CXXC DNA block: inhibitors of human MLL CXXC domain-DNA interaction | MLL-CXXC / FITC-HOXA9 DNA fluorescence polarization | Potency, µM (series often up to 115 µM), for inactives: at the highest dose activity change, negative = inhibition, most hits filed as inhibitors | 290,000 compounds, 0.037% hits | AID 2662; active = well fitted inhibition curve with a large enough effect in the polarisation, with a control signal flat, not every such curve was filed as active; inconclusive = small, poorly fitted or top-dose-only effect, or effect the other way, or a change in a side signal; inactive = no such curve, though single readings can be large or run the other way; the % refers to the polarisation; also: potency is read from the fitted curve at half-maximal effect
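Purified MLL-CXXC (added from a 7 uM solution) was preincubated 5 min at ambient with pinned compounds in 50 mM Tris-HCl pH 7.5, 50 mM NaCl, 1 mM DTT, 0.05% BSA. Fluorescein-labeled HOX-A9 DNA (50 nM solution) followed, 30 min, then polarization read.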
TRPV1 ag: agonists of human vanilloid receptor 1 (TRPV1) | Q8NER1 | TRPV1-expressing cells, Fluo-8 calcium influx, agonist mode | activation, % at 8.33 µM | 320,000 compounds, 0.19% hits | AID 540275; in the data active = activation above about 80%; inconclusive = between about 30% and that limit; also: 0% is about no effect
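Fluo-8 calcium influx in TRPV1-expressing cells, kinetic read (ex 480/em 520 nm). Compound added and read 3 min for agonist activity, followed by capsaicin at EC20 final and 2 min further read for enhancement.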
B2AR arrestin: recruits beta-arrestin to the human beta2-adrenergic receptor. P07550. beta-arrestin recruitment to beta2AR, cell-based reporter. Potency, µM (series often up to 46.1 µM), inactives show top-dose activation, hits mostly activators. 330,000 compounds, 0.02% hits. AID 492947;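 also: potency is read from the fitted curve at half-maximal effect; 0% = DMSO controls and full agonism = EC100 isoproterenol or metaproterenol; nearly all actives have a fitted effect of over 65% in size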
Target sequence (P07550 whole entry, looked up): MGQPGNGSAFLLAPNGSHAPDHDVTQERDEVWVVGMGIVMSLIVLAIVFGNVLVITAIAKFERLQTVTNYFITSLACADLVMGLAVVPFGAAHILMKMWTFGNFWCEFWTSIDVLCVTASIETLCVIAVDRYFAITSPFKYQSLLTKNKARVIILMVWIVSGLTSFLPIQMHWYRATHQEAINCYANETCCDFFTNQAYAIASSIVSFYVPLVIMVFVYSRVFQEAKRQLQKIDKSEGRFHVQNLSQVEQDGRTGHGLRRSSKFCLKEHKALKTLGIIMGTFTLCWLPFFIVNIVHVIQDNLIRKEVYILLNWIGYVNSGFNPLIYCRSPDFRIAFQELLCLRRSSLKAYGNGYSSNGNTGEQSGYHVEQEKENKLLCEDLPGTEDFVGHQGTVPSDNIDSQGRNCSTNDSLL
The depositor's hits bear a star; ? = inconclusive; . = no result given; [ ] = remark or other dose. Unless noted, calls follow the shape of the dose curve; as a rule, active = well fitted curve in the direction sought with a large enough effect; inconclusive = small, poorly fitted or top-dose-only effect, or another doubt; inactive = no such curve, though single readings can be large; an effect the other way counts as inactive or inconclusive.

| Compound | Integrin act MD | ELG1 DNA repair | BRCA1 expr up | TSG101-PTAP inh | TCR activator | p53 reactivation | A-T KAP1 phos | CXXC DNA block | TRPV1 ag | B2AR arrestin |
| --- | --- | --- | --- | --- | --- | --- | --- | --- | --- | --- |
| CN(C)C(=S)Nn1c(-c2ccccc2)nc2ccccc2c1=O | 17% | 12% | 0% | 2% | -2%[46.1 µM] | -3% | 5% | 9% | 3 | -0.7% |
| C=CCn1nnnc1SCC(=O)Nc1cccc(C(F)(F)F)c1 | 8% | -6% | -15% | 1% | 1% | 24% | -1% | -4% | -4 | -0.1% |
| CC(C)(C)NC(=O)C(=O)NN=C1CCCCCC1 | 1% | -6% | 21% | 1% | 5% | 5% | 1% | 2% | 1 | -0.2% |
| CCNc1nnc(-c2ccc(C)cc2)o1 | 15% | ? | 80% | -2% | -2% | 8% | 13% | 9% | 10 | -0.2% |
| O=C(COC(=O)c1ccc([N+](=O)[O-])cc1)NCCC1=CCCCC1 | 14% | 0% | 15% | -1% | 4% | 0% | -3% | . | . | -0.1% |
| Cc1ccc(CC(=O)NCCC(=O)O)cc1 | 15% | 3% | -2% | 0% | -10% | 2% | 0% | 0% | 2 | -0.4% |
| COc1ccc(C(=O)NCCc2cccc(Cl)c2)cc1OC1CCN(C(C)=O)CC1 | -13% | ? | -20% | -5% | -6% | -2% | 25% | 0% | -1 | -0.6% |
| CC(=O)Nc1ccc(-c2csc(NCc3ccccc3)n2)cc1 | -191%[inhibitor] | ? | ? | -4% | -3% | 0% | 3% | 10% | -1 | 3.0% |
| O=P(OC1CCCCC1)(OC1CCCCC1)C(O)c1ccccc1 (stereo not given) | -3% | -6% | -24% | -2% | -3% | 0% | 0% | 21% | ? | -0.2% |
| COc1ccccc1CN1CCN(Cc2nc(Cc3ccccc3)no2)CC1 | -10% | -22% | -2% | -12% | -4% | 8% | -2% | -4% | 18 | -0.4% |
| COc1cccc(CN2CCC(C(=O)N3CCN(c4ccccc4F)CC3)CC2)c1OC | -5% | 4% | -17% | -5% | 0%[46.1 µM] | 8% | 0% | -1% | 1 | -0.1% |
| CC(NS(=O)(=O)c1ccc(Br)cc1)C(=O)NC1CCCCCC1 (stereo not given) | 14% | -1% | -61% | -1% | 0% | -1% | 2% | -5% | 4 | -0.4% |
| Nc1ccc(C(=O)N2CCN(S(=O)(=O)c3ccc(Cl)s3)CC2)cc1[N+](=O)[O-] | 2% | ? | -23% | -1% | -1% | -9% | -14% | . | 14 | 0.0% |
| Cc1ccc2nc(N3C(=O)C(O)=C(C(=O)c4ccco4)C3c3ccc(O)cc3)sc2c1 (stereo not given) | . | ? | . | . | . | -3% | -16% | 27% | 2 | 2.9% |
| CCn1cc(C(=O)NCCC(=O)NCCO)c(=O)c2cc3c(cc21)OCO3 | 33% | 2% | -14% | -6% | 0% | 14% | -4% | -1% | 1 | -0.8% |
| Cc1ccc(C2(C)NC(=O)N(CC(=O)Nc3cc(S(=O)(=O)N4CCOCC4)ccc3OC(C)C)C2=O)cc1 (stereo not given) | -24% | . | -21% | 0% | -2% | . | . | . | . | . |
| N#Cc1ccc(NC(=O)C2CC(c3ccc(F)cc3)=NO2)cc1 (stereo not given) | 25% | -9% | 3% | 0% | . | -4% | -8% | -2% | ? | 0.4% |
| COc1cc(C(=O)n2cnc3ccccc32)c([N+](=O)[O-])cc1OC | 5% | -9% | 3% | -3% | -1% | ? | -8% | 0% | 1 | 0.2% |
| NC(=O)CSc1nnc(-c2ccccc2)c(-c2ccccc2)n1 | -48%[inhibitor] | 11% | -20% | -1% | 5% | -2% | -8% | -4% | 14 | -0.1% |
| COc1cc(-c2nc3cnccn3c2Nc2ccccc2)ccc1O | -5% | ? | -68% | -2% | -3%[46.1 µM] | -6% | 4% | 24% | 0 | 9.9% |
| Cc1nc(-c2ccc(S(=O)(=O)NCC3CCN(C(=O)OC(C)(C)C)CC3)s2)cs1 | -13% | 21µM* | -34% | -10% | 2% | ? | 12% | -9% | 5 | 0.0% |
| Cc1cccc(-c2noc(CN(C(=O)/C=C/c3ccccc3Cl)C(C)C)n2)c1 | -35% | -25% | -15% | -6% | 7%[46.1 µM] | 17% | -6% | -6% | 30 | 4.8% |
| COc1cc(C(=O)OCc2cc(=O)oc3c(C)c(C)ccc23)ccc1OC(F)F | ? | 0% | -35% | 1% | 4% | 3% | -1% | 7% | 5 | -0.2% |
| CC1(C)CC(=O)c2cc(C(=O)NCc3ccco3)c(=O)n(-c3ccc(Cl)cc3)c2C1 | 20% | -13% | 7% | -6% | 0% | -12% | 10% | -4% | 1 | 0.4% |
| COc1ccc(-c2cc(CNC(C)=O)on2)cc1 | -1% | 29% | 22% | -4% | 7% | 8% | 2% | -4% | 1 | -0.1% |
| CC12CCC(=O)N1C(C(=O)NCc1ccc(Cl)cc1Cl)CS2 (stereo not given) | 0% | 0% | -12% | -1% | -4% | 0% | -9% | . | -7 | 0.2% |
| CCC(C)c1ccc(S(=O)(=O)N2CCN(S(=O)(=O)c3ccc(NC(C)=O)cc3)CC2)cc1 (stereo not given) | -28% | 14% | -2% | 2% | 0% | -9% | 5% | -5% | -3 | 0.2% |
| C/C(CC(O)(/C=N/O)c1ccccc1)=N\O (stereo not given) | -21% | 13% | -28% | -3% | . | 10% | 4% | 5% | -1 | -0.5% |
| O=C(CCSc1nnc2ccccn12)Nc1ccc(F)cc1 | 12% | 10% | 41% | . | . | 18% | -1% | -4% | -1 | 0.2% |
| COc1cccc(C(=O)N[C@@H](C)C(=O)N2CCC3(CC2)NCCc2[nH]cnc23)c1 | 15% | ? | 0% | -2% | -1% | 0% | 0% | -10% | -3 | 0.5% |
| COc1ccc(C2(c3ccc(OC)cc3)NC(=O)N(CC(=O)Nc3cc(C)on3)C2=O)cc1 | -23% | -13% | -27% | 0% | 0%[46.1 µM] | -5% | 7% | . | . | 0.3% |
| CCC(C(=O)NCc1ccco1)N(C(=O)CNS(=O)(=O)c1ccc(C)cc1)c1ccccc1OC (stereo not given) | 7% | -17% | -17% | -4% | 4% | -1% | -2% | -8% | -1 | -3.5% |
| O=C(NNC(=O)c1cccnc1)c1ccncc1 | -6% | 9% | -34% | -8% | 9% | 2% | 7% | 4% | -2 | -0.6% |
| CCCn1nnc(NC(=O)c2ccc(Cl)cc2Cl)n1 | 19% | ? | 2.5µM* | -1% | 5% | ? | 10% | -1% | 0 | -0.2% |
| FC(F)(F)c1cc(CCN2CCNC[C@@H]2c2ccccc2)cc(C(F)(F)F)c1 | -25% | 15% | 0% | -2% | -1% | 17% | 2% | . | . | -0.2% |
| COc1ccc(CCNS(=O)(=O)c2cc3c4c(c2)CCN4C(=O)CC3)cc1 | -12% | 15% | -5% | -7% | 2% | 3% | -1% | . | -3 | -0.2% |
| Cc1noc(C)c1CSCC(=O)Nc1cc(S(=O)(=O)N2CCOCC2)ccc1OCC(F)(F)F | -3% | 1% | -22% | -3% | 1% | 1% | -2% | . | -1 | 0.1% |
| CCN(CC)CCC(c1ccc2c(c1)OCO2)c1c(O)cc(OC)cc1OC (stereo not given) | -26% | 0% | -6% | . | -7% | 3% | 0% | 12% | 2 | -1.1% |
| Cc1nccn1CCOc1ccccc1Cl | 10% | 5% | -9% | -2% | -2% | . | 2% | 17% | 4 | 0.5% |
| CC(C)C(=O)N(Cc1cc2ccccc2[nH]c1=O)C(C)C | -9%[7.66 µM] | -2% | 2% | -9% | 4% | 0% | -2% | -2% | 0 | -0.6% |
| COc1ccccc1-c1ccc(SCC(=O)NCCc2ccccc2)nn1 | 13% | -14% | 1% | 0% | -1% | 1% | 0% | -2% | 2 | -0.1% |
| O=C(C[C@@H]1C/C=C\CCCC(=O)OC[C@@H](c2ccccc2)NC1=O)NCCO | 4% | 17% | 20% | -1% | -2% | -2% | 8% | . | . | -0.6% |
| CC(=O)Nc1ccc(/C=N/Nc2ccc(C(=O)c3c(C)cc4ccccn34)cc2[N+](=O)[O-])cc1 | -13% | ? | 7% | -2% | -2% | 0% | 0% | -3% | 5 | 0.0% |
| C=CC[C@H]1Cc2c(cccc2[N+](=O)[O-])[C@H](CC=C)N1 | -17% | ? | -8% | 1% | 3% | -2% | 3% | 15% | 1 | 0.1% |
| CCc1nnc(NC(=O)CSc2nnc(C)n2Cc2ccccc2)s1 | -1% | 17% | -24% | 0% | 3%[46.1 µM] | -2% | 1% | -9% | 8 | -0.5% |
| Cn1c(=O)c2ncn(CC(=O)NCCOc3ccc(C(C)(C)C)cc3)c2n(C)c1=O | -1% | -1% | 25% | 1% | 4% | 3% | 2% | -3% | 0 | 0.0% |
